HepG2 tox: counter-screen for TGF-b inhibitors: cytotoxicity in HepG2 cells | HepG2 CAGA-GFP viability, ATP luminescence, 18 h | Potency, µM (top dose mostly 46.1 µM), for the others: top-dose activity change, negative = cytotoxicity, hits mostly cytotoxic | actives 0.76% (n = 410,000) | AID 588856; further: potency means the concentration at half of the fitted maximal effect; some results filed as inactive show a strong effect at the top dose
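CellTiter-Glo luminescence gave cytotoxicity after 18 hours at 37 degrees C. The cells were HepG2 CAGA-GFP in 1% FBS DMEM, stimulated with 500 pg/mL TGF-beta after compound addition. %Activity was normalised to no-cell wells (complete cell-killing) and DMSO (no toxicity), and curves were fitted and classified.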
ATXN viability: viability counter-screen for ATXN expression inhibitors | AID 651635 | actives 0.49% (n = 400,000) | Potency, µM (titrated, usually from 56.7 µM), usual class: cytotoxic | S2 cells (HEK-293 line with an ATXN2-luciferase reporter) viability, CellTiter-Fluor protease fluorescence, 24 h; further: potency means the concentration at half of the fitted maximal effect; nearly all actives have a fitted effect of over 40% in size
Nrf2 ARE act: activators of Nrf2 (ARE) signaling; AREc32 ARE-luciferase reporter (MCF7-derived line), luminescence, 24 h; Potency, µM (titrated, usually from 46.1 µM), for inactives: at the highest dose activation, most hits filed as activators; actives 0.31% (n = 410,000); further: potency means the concentration at half of the fitted maximal effect; % of control where 0% means no effect; nearly all actives have a fitted effect of over 65% in size
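Quantitative high-throughput format: AREc32 reporter cells, 1000 per well, received compound by pin transfer and were incubated 24 hr at 37 deg C, 5% CO2, before Steady-Glo luminescence detection.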
A549 viability: kills or reduces viability of A549 cells in Nrf2 counter-screen | actives 0.16% (n = 390,000) | A549 ARE-Fluc cells, CellTiter-Fluor viability, 18-24 h | Potency, µM (titrated, usually from 46 µM), for the others: at the top dose activity change, negative = cytotoxicity, most hits filed as inhibitors; further: potency means the concentration at half of the fitted maximal effect; on the % scale 0 is the no-effect control and ±100 the full control effect
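A549 ARE_Fluc cells in 5% FBS OPTI-MEM were exposed to compounds in concentration-response for 18-24 h at 37 deg C. Viability was read by CellTiter-Fluor fluorescence (Ex 405/Em 525) after 30 min, before the luciferase read.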
IL2 activator: activators of IL-2; IL-2 activation reporter assay, cell-based qHTS; stimulated with anti-CD3/CD4/CD28 beads; in transgenic mouse T cells; activation, % (series mostly up to about 46 µM); AID 652025; actives 0.065% (n = 360,000); in the data active means activation above about 50%; inconclusive means mostly about 30% to 49%; further: 0% is about no effect
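Unstimulated transgenic mouse T cells preincubated 60 min with compound, then stimulated with anti-CD3/anti-CD4-coated beads plus anti-CD28 for 18 h at 37 degrees C. IL-2 response read as EGFP and DsRed fluorescence by plate cytometry.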
ATXN2 expr inh: reduces ATXN2 reporter expression in HEK-293 cells; HEK-293 ATXN2-luciferase reporter, luminescence, 24 h; Potency, µM (doses to about 57 µM), for inactives: top-dose activity change, negative = inhibition, usual class: inhibitors; actives 0.72% (n = 360,000); AID 1745845; further: potency means the concentration at half of the fitted maximal effect; on the % scale 0 is the no-effect control and ±100 the full control effect; nearly all actives have a fitted effect of over 55% in size
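qHTS (up to 57 uM final) was run with 24 h compound exposure of reporter cells at 37 °C. Each well was multiplexed: SteadyGlo luminescence measured ATXN2-luciferase expression after a fluorogenic Gly-Phe-AFC viability readout (25 uM final).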
Nrf2 block: blocks Nrf2 signaling; A549 ARE-Fluc reporter, luciferase luminescence, 18-24 h; Potency, µM (top dose mostly 46 µM), for inactives: at the top dose activity change, negative = inhibition, actives largely listed as inhibitors; actives 2.1% (n = 360,000); AID 504444; further: potency means the concentration at half of the fitted maximal effect; on the % scale 0 is the no-effect control and ±100 the full control effect; nearly all actives have a fitted effect of over 60% in size
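A549 ARE_Fluc cells (5000/well, 5% FBS OPTI-MEM) pre-incubated 2 h, then treated with compounds 18-24 h at 37C/5% CO2 in concentration-response. CellTiter-Fluor viability read first; BugLite luciferase luminescence after 15 min at room temperature gives Nrf2 activity.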
EPAC2 ag: agonists of human EPAC2 (RAPGEF4); Q8WZA2; EPAC2 activation, biochemical qHTS; response scale: 100% = 6.5 mM cAMP response; Potency, µM (doses to about 154 µM), without a hit: at the top dose activation, actives largely listed as activators; actives 0.079% (n = 360,000); further: potency means the concentration at half of the fitted maximal effect; nearly all actives have a fitted effect of over 50% in size
Target sequence (Q8WZA2 whole entry, looked up): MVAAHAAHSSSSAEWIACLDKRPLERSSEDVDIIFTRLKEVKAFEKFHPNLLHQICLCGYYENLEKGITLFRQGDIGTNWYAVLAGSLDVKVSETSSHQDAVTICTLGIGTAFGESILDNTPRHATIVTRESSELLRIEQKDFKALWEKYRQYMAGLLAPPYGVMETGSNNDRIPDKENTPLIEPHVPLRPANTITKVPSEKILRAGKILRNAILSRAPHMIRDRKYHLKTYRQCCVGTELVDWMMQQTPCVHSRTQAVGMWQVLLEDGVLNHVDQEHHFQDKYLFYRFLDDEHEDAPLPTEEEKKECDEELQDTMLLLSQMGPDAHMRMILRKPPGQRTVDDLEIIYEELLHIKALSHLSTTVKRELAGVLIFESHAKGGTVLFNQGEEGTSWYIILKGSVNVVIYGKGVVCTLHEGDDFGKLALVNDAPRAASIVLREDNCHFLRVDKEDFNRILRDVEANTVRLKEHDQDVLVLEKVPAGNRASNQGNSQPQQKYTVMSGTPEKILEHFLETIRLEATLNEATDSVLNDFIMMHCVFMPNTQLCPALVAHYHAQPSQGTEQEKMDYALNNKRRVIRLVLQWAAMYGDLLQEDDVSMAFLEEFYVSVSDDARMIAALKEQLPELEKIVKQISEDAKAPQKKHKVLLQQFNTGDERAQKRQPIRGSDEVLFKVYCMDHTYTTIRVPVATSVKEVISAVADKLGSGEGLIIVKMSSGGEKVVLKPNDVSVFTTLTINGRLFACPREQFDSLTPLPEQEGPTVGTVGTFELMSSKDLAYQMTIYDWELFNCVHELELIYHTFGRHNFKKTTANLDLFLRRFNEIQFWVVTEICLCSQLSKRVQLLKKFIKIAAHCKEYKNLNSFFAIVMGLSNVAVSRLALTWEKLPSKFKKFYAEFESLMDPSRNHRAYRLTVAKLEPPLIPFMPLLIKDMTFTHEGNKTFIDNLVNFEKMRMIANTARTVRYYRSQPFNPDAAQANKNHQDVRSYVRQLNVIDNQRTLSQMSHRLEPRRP
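Readout is BODIPY fluorescence (480 nm excitation, 540 nm emission), which falls as labeled GDP is exchanged off Rap1B. EPAC2 at 100 nM acted on 250 nM RAP1B-BODIPY-GDP with 50 uM GDP present.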
TGFb inhibitor: inhibitors of TGF-b signaling | actives 1.2% (n = 410,000) | Potency, µM (doses to about 46.1 µM), for inactives: at the top dose activity, negative = inhibition, hits mostly inhibitors | AID 588855 | HepG2 CAGA-GFP TGF-b/SMAD3 reporter, GFP fluorescence, 18 h; TGF-beta stimulated, 500 pg/mL final; further: potency means the concentration at half of the fitted maximal effect; on the % scale 0 is the no-effect control and ±100 the full control effect; nearly all actives have a fitted effect of over 65% in size
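Using HEPG2 CAGA-GFP reporter cells at 1000 cells/well, we pinned test compounds, stimulated with recombinant TGF-beta (500 pg/mL final) and measured total well GFP after 18 h.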
* marks the source's active call; other numbers are inactive results; i = inactive; ? = inconclusive; nt = no result given; & = joins results of further samples; [ ] = remark or other dose. Unless noted, the call rests on the fitted dose curve; in most records, active means well fitted curve in the direction sought with a large enough effect; inconclusive means small, poorly fitted or top-dose-only effect, or another doubt; inactive means no such curve, though single readings can be large; an effect the other way counts as inactive or inconclusive.

Second line of a record – HepG2 tox | ATXN viability | Nrf2 ARE act | A549 viability | IL2 activator | ATXN2 expr inh | Nrf2 block | EPAC2 ag | TGFb inhibitor
- COc1ccc(Cn2nnc3c(=O)[nH]c(C4CCN(C(=O)c5ccc(C)cc5)CC4)nc32)cc1OC
 : -14% | i | 3.0% | -5% | nt | 13% | -1% | nt | -10%
- CCOc1ccc2[nH]c(C(=O)N/N=C/c3ccc(OC)cc3)cc2c1
 : -8% | ? | 0.5% | -11% | -2.6 | -6% | 3% | -14% | ?
- S=C(Nc1ccccc1)Nc1ccc(Cl)cc1Cl
 : -18% | i | 3.0% | -2% | -0.9 | 49%[activator] | 9% | 12% | 2%
- O=C(O)CCSc1nnc(-c2ccccc2)n1-c1ccccc1
 : 4% | i | 0.0% | 12% | 0.7 | 6% | 4% | 15% | 5%
- Cc1ccc(CNC(=O)c2cccc(-n3cnc4cccnc43)c2)cc1
 : 6% | nt | 3.5% | -1% | nt | nt | 17% | nt | ?
- Cc1oc2nc(SCC(=O)NCc3cccnc3)nc(N)c2c1C
 : 4% | i | -0.7% | -3% | 0.1 | -8% | 15% | 28% | 0%
- CCOC(=O)c1c(NC(=O)CN2CCN(C(=O)c3ccco3)CC2)sc2c1CCCC2
 : -28% | i | -0.2% | 8% | 2.4 | -7% | -6% | 12% | -14%
- O=[N+]([O-])c1c(NCCCO)cc(Sc2nc3ccccc3s2)c2nonc12
 : -34% | 25µM* | 3.6% | ? | -3.3 | ? | ? | 18% | 18µM*
- Cc1ccc(NC(=O)c2sc3nc[nH]c(=O)c3c2C)cc1C
 : -4% | nt | 5.8% | -1% | nt | nt | nt | nt | 5%
- CC(C)c1cc(C(=O)N2CCCC(CCC(=O)N3CCN(c4ccccn4)CC3)C2)no1 (configuration not stated)
 : -10% | ? | 3.1% | -4% | -0.6 | ? | ? | 1% | -27%
- CCOC(=O)C1CCN(S(=O)(=O)c2ccccc2)CC1
 : 1% | i | 0.3% | 0% | -1.9 | -4% | 0% | 14% | 3%
- COC(=O)/C=C(\C)NC(=O)c1cccs1
 : 5% | i | 3.3% | ? | -0.5 | 9% | 6% | 1% | 21%
- Cc1cc(N2CCCCC2)nc2ccc(NC(=O)c3cccc(F)c3)cc12
 : -45% | ? | -0.5% | -15% | nt | ? | 0%[9.27 µM] | nt | ?
- Cc1cc(C)c(Cn2c(=O)n(CCC(=O)NCCc3ccccc3)c(=O)c3ccccc32)c(C)c1
 : -1% | i | -1.3% | 0% | nt | 12% | 2% | nt | ?
- Cc1ccccc1CNC(=O)CN(c1ccccc1Cl)S(C)(=O)=O
 : -4% | i | -1.0% | -10% | 0.1 | ? | -26% | 14% | -10%
- CC1=NN(Cc2ccccc2)C(=O)C1C(c1ccc(Cl)cc1)C(C#N)C#N (configuration not stated)
 : -16% | i | 18% | -3% | 0.8 | 2% | -12% | -1% | -18%
- O=C(Nc1ncccn1)C1=C(O)c2ccccc2S(=O)(=O)N1Cc1ccccc1
 : -42% | i | -0.4% | 1% | -1.6 | -1% | 5% | 12% | -3%
- O=C(Nc1ccccn1)c1ccc(=O)[nH]n1
 : 1% | i | 15% | -3% | -2.4 | 8% | 3% | -5% | 3%
- COc1ccc(C(=O)Nc2c(N)nc[nH]c2=O)cc1
 : -23% | i | -0.2% | -1% | -0.5 | 1% | -3% | 6% | -2%
- CSCCC(NC=O)C(=O)NC(C)C(=O)O (configuration not stated)
 : -3% | i | 0.3% | -5% | 1.0 | 5% | -15% | 12% | 0%
- Cc1cc(C)nc(NC(=O)c2ccc(C)c(C)c2)n1
 : -4% | i | 1.6% | -3% | -0.8 | 14% | 1% | -1% | 5%
- O=C(c1cccnc1)C1CCCN(Cc2nc(Cc3ccccc3F)no2)C1 (configuration not stated)
 : 0% | i | -0.4% | -1% | 1.2 | -6% | -5% | 7% | 7%
- NC(=O)N/N=C/c1cccc(C(F)(F)F)c1
 : 2% | i | 1.7% | 9% | 0.3 | nt | 25% | 3% | 6%
- O=C(c1c(F)cccc1F)N1CCN(c2cccc(C(F)(F)F)c2)CC1
 : -8% | ? | -1.2% | -17% | 2.6 | -18% | ? | 17% | 0%
- COc1ccc(-c2nnc3ccc(SCC(=O)NCc4ccco4)nn23)cc1
 : -3% | ? | 3.5% | -8% | 1.3 | 5% | 10% | 2% | ?
- Oc1c(Cl)cc(Cl)cc1/C=N/c1ncn[nH]1
 : 1% | nt | 0.6% | 7% | -3.6 | nt | -1% | 14% | 4%
- COc1ccc(CC(=O)Nc2c3c(nn2-c2cccc(C)c2C)CS(=O)C3)cc1OC (configuration not stated)
 : -2% | i | -0.5% | 0% | -0.3 | 1% | -10% | 1% | -9%
- COc1ccc(C(=O)Cn2cc[n+](C)c2)cc1
 : 6% | i | 0.2% | -9% | 1.1 | -13% | ? | 0% | -17%
- CC(C)c1ccc(NC(=O)C2C3C=CC4(CN(Cc5cccnc5)C(=O)C24)O3)cc1 (configuration not stated)
 : -11% | i | -0.5% | 2% | -0.3 | nt | -2% | 4% | 6%
- COc1ccc(CC2(CO)CCN(Cc3ccc4c(c3)CCO4)CC2)cc1
 : -12% | nt | 0.0% | 2% | 0.4 | -26% | -3% | 12% | 0%

Limited to IL2 activator (two entries from above):
structure,IL2 activator
CC(C)c1cc(C(=O)N2CCCC(CCC(=O)N3CCN(c4ccccn4)CC3)C2)no1 (configuration not stated),-0.6
COc1ccc(C(=O)Nc2c(N)nc[nH]c2=O)cc1,-0.5

Later entries.
Second line of a record – HepG2 tox | ATXN viability | Nrf2 ARE act | A549 viability | IL2 activator | ATXN2 expr inh | Nrf2 block | EPAC2 ag | TGFb inhibitor
- CCCOc1c(Br)cc(C2C3=C(CCCC3=O)N(CC)C3=C2C(=O)CCC3)cc1OC
 : -1% | i | -0.6% | -9% | 1.4 | -10% | -19% | 2% | 8%
- COCCN(Cc1cc2cc3c(cc2nc1Cl)OCO3)C(C)=O
 : -1% | i | -0.5% | 7% | -3.8 | nt | 15% | -4% | -1%
- Cn1c(=O)c2c(nc(SCCN3CCOCC3)n2Cc2ccccc2Cl)n(C)c1=O
 : -15% | i | -1.1% | 0% | -2.6 | 1% | ? | 2% | 1%
- Cn1c(CS(=O)Cc2c(Cl)cccc2Cl)nnc1SCc1ccc(Cl)cc1 (configuration not stated)
 : -26% | i | 4.1% | -1% | 0.6 | -9% | 1% | 5% | -26%
- COCC(C)OC(=O)C(C#N)c1nc2ccccc2nc1N1CCN(Cc2ccccc2)CC1 (configuration not stated)
 : 0% | i | -0.2% | 4% | 18 | -12% | nt | 12% | -8%
- CC(C)(C)Cc1c(-c2cccc(Br)c2)nc2ccc(Cl)cn12
 : -51% | i | 9.0% | nt | 0.2 | 9% | nt | 5% | ?
- C[C@H](NC(=O)[C@@H]1Cc2ccccc2CN1C(=O)OC(C)(C)C)C(=O)NCc1ccco1
 : 0% | i | 2.6% | 0% | -0.3 | 3% | 11% | -3% | 2%
- COC(=O)c1ccccc1NC(=O)Cn1cnc2c(cnn2-c2ccc(C)c(C)c2)c1=O
 : -23% | i | -0.6% | -11% | -0.6 | -9% | 4% | -4% | 6%
- Nc1nc(-c2ccccc2)c(N=Nc2cccc3ccccc23)s1
 : -101% | ? | 24% | 16µM* | 0.2 | -36% | -8% | 18% | 11µM*
- CCCN(CCC)S(=O)(=O)c1ccc(C(=O)Nc2cc3oc4ccccc4c3cc2OC)cc1
 : 9% | i | -0.2% | 13% | 0.6 | -4% | -25% | 1% | -7%
- COc1ccc(-c2ccc(C3C4C=CCCC4(C)C(=O)N3Cc3ccccc3)c(F)c2)cc1OC (configuration not stated)
 : -20% | nt | nt | -7% | nt | nt | ? | nt | ?
- COc1ccc(-c2nnc(CSc3nc4ccccc4c(=O)n3CC3CCCO3)o2)cc1OC (configuration not stated)
 : -5% | ? | -0.6% | -13% | -3.1 | -7% | -18% | 14% | 0%
- CCC(C)(CN(C)C)OC(=O)c1ccccc1 (configuration not stated)
 : -1% | i | -1.2% | 0% | 0.4 | 2%&2% | 14% | -1% | nt
- COc1ccc(NC(=O)COC(=O)CCCOc2ccc(Cl)cc2Cl)cc1Cl
 : -5% | i | -0.7% | 7% | -1.6 | -22% | 3% | 6% | 1%
- CCOC(=O)N1CCN(S(=O)(=O)N2CCCC(C(=O)NCc3ccc(F)cc3)C2)CC1 (configuration not stated)
 : 0% | ? | -0.4% | 0% | -2.9 | -3% | -4% | 0% | 10%
- Cc1ccc(S(=O)(=O)NCC(=O)N(CC(=O)NC2CCCC2)CC2CCCO2)cc1 (configuration not stated)
 : 38% | i | 0.0% | 7% | -1.7 | 1% | 15% | 5% | 25%
- O=C1NCC2=C1C(c1ccc(Br)cc1)Nc1ccccc1N2 (configuration not stated)
 : -2% | i | 3.2% | -6% | -0.6 | 28% | -10% | -2% | -4%
- COc1cccc(NC(=S)NCCN2CCOCC2)c1
 : -16% | i | 1.6% | 11% | 0.7 | -4% | 8% | 3% | -1%
- CC1CCCC(C)N1C(=O)COc1cccc(Oc2ccccc2)c1 (configuration not stated)
 : -34% | i | -0.6% | 1% | -2.4 | 8% | -7% | -2% | -13%
- O=C(Nc1ccc(Nc2ccccc2)cc1)c1ccc(F)cc1
 : -21% | i | 5.6% | -12% | -1.0 | nt | -16% | 10% | 0%
- Cc1cc2oc(=O)cc(CN3CCCCC3C)c2cc1Cl (configuration not stated)
 : -1% | i | 0.4% | 11% | -2.9 | 0% | -10% | 18% | 13%
- CCOC(=O)C1CCCN(C(=O)c2cc3c(=O)n(C)c4ccccc4c3s2)C1 (configuration not stated)
 : -30% | i | 7.3% | 1% | nt | -19% | -1% | nt | ?

Screening results deposited in PubChem by National Center for Advancing Translational Sciences (NCATS).
